# Assay outcomes: PubChem, Broad Institute
# DENV2 CPE rescue: protects cells from dengue virus 2 cytopathic effect. CPE inhibition, % at 9.99 µM. 350,000 tested, 1.7% active. AID 651640. DENV2-infected cells, cytopathic effect rescue, plate reader; in the data active = CPE inhibition above about 20%, passing the limit was not always enough; inconclusive = no clear call, values can overlap the other calls; tested in BHK-21 cells;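 note: 0% = median of neutral control wells and 100% = median of positive control wells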
# PglD inh: inhibitors of Campylobacter jejuni PglD acetyltransferase | purified PglD enzyme, DTNB colorimetric CoA detection | inhibition, % at 12.5 µM | 360,000 tested, 0.098% active | AID 602405; in the data active = inhibition above about 16%, passing the limit was not always enough; inconclusive = no clear call, values can overlap the other calls; note: strong numbers were not always called active
# E-selectin induc: induces E-selectin expression in human endothelial cells; HUVEC E-selectin immunofluorescence imaging; normalized: neutral wells 0, TNF-alpha wells 100; activation, % at 7.58 µM; 260,000 tested, 0.37% active;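 active = mean E-selectin-positive cell signal at least 10% of the positive control, reached in at least 60% of replicates, without over 20% cell loss; inconclusive = no rule given, readout overlaps actives, possibly toxicity-flagged; inactive = the rest, including those meeting only one limit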;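 note: in these data hits start at about 27%; measured in HUVEC primary endothelial cells; signal is the percent of cells scored E-selectin positive by PE staining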
# Target sequence (P16581 whole entry, looked up): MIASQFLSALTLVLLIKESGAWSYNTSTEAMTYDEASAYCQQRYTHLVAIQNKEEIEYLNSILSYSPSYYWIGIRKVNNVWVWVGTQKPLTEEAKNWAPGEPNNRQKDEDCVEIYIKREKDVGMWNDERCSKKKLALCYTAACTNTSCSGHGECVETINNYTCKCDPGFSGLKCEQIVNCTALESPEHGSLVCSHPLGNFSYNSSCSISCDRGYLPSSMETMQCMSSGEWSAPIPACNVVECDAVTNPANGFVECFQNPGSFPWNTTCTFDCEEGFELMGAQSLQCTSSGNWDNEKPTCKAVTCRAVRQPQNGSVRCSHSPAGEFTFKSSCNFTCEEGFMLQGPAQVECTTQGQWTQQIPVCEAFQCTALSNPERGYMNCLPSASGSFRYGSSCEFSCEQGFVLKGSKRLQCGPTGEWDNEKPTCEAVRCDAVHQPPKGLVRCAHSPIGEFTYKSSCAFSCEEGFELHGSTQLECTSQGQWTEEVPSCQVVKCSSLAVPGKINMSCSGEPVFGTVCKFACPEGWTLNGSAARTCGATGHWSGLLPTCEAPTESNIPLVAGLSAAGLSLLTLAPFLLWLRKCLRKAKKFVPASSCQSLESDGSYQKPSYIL
#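 Test system: HUVEC; input: 3,000 HUVEC/well; measured by: immunofluorescence imaging; read-out: % PE-positive cells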
# SIRT5 block: sirtuin-5 (human) deacylase inhibition | Q9NXA8 | Purified SirT5, succinyl-peptide AMC, trypsin-coupled fluorescence | inhibition, % at 15 µM | 330,000 tested, 1.1% active; in the data active = inhibition above about 15%; inconclusive = no clear call, values can overlap the other calls
# Target sequence (Q9NXA8 whole entry, looked up): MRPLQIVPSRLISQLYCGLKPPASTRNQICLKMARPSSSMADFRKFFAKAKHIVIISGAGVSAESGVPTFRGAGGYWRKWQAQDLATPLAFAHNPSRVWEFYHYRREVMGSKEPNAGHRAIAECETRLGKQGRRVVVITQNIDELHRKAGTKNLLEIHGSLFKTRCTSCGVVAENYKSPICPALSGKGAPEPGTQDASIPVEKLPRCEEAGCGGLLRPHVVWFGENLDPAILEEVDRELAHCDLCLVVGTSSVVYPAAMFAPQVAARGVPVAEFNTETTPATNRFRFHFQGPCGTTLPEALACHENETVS
# ERp5 block: blocks human ERp5 reductase activity on insulin. AID 651711. inhibition, % at 9.99 µM. ERp5 insulin aggregation, absorbance 650 nm, 90 min. 350,000 tested, 0.05% active;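 active = mean replicate inhibition above about 25%, with every replicate also reaching it, limit read from the data, passing the limit was not always enough; inconclusive = only one of those two criteria met; inactive = neither criterion met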
# C2C12 statin: suppressors of simvastatin-induced myotoxicity in C2C12 myotubes; 330,000 tested, 0.78% active; ATP luminescence, 48 h; scaled: DMSO 0, geranylgeraniol control 100; AID 602340; rescue of ATP level, % at 7.49 µM;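 active = mean ATP rescue above about 67%, or every replicate alone reaching that limit, limit read from the data, passing the limit was not always enough; inconclusive = no clear call, values can overlap the other calls; inactive = mean under the limit and some replicate under it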;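 note: myotubes were challenged with 10 µM simvastatin during compound exposure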
# S100A4 MyoIIA: inhibitors of human S100A4 binding to myosin IIA peptide. inhibition, % at 10.7 µM. AID 652163. S100A4/TAMRA-MyoIIA peptide fluorescence polarization. P26447. 360,000 tested, 0.14% active;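 active = mean inhibition of at least 70% across replicates, with every replicate also reaching that level; inconclusive = mean inhibition reaches 70% but some replicates fall short; inactive = mean inhibition below 70%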
# Target sequence (P26447 whole entry, looked up): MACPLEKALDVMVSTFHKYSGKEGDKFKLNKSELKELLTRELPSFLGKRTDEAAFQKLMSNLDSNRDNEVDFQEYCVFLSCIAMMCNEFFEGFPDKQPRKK
#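 Compound dosing: one dose per compound; test system: human S100A4 monomer with TAMRA-labelled myosin IIA peptide; probe or stimulus: TAMRA-labelled myosin IIA heavy-chain peptide probe, 5 nM; medium: HEPES buffer with Ca2+, pH 7.2; schedule: 5 min incubation before reading; benchmarks: neutral control DMSO, positive control TFP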
# The depositor's hits bear a star; ? = inconclusive; · = not tested or not shown. Some of the compounds tested (hit frequency here may not be typical).
SMILES,DENV2 CPE rescue,PglD inh,E-selectin induc,SIRT5 block,ERp5 block,C2C12 statin,S100A4 MyoIIA
N#CC1(c2ccccc2)CCC(=O)N1Cc1ccccc1 (configuration not stated),1,-6,-0.3,-1,-1,·,-4
Cc1ccc(OCc2nnc(SC(C)C(=O)O)n2Cc2ccccc2)cc1 (configuration not stated),0,·,0.1,-1,-7,·,3
CN(C[C@H]1N[C@@H](CO)[C@@H]1c1ccc(-c2cccc(F)c2)cc1)S(C)(=O)=O,-12,1,0.0,0,-5,-4,2
C[C@H]1CN([C@@H](C)CO)C(=O)c2cc(Br)cnc2O[C@@H]1CN(C)Cc1cccc(F)c1,-2,0,0.3,-4,4,·,-22
N#CCc1nn(-c2ccccc2)c2ncnc(N)c12,3,·,·,-1,0,·,2
Cn1cccc1Cc1nnc(SCC(N)=O)n1CCc1ccccc1,0,0,1.3,-4,0,5,-3
CCN(Cc1nc(-c2ccccc2)no1)C(=O)c1ccco1,-6,1,0.0,-1,2,3,42
Cc1ccc2nc3c(nc2c1C)CCCC3,2,-3,0.0,-5,1,-2,-3
CN1C(=O)c2cc(NC(=O)C3CCOCC3)ccc2OC[C@H]2O[C@H](CC(=O)NCc3ccc4c(c3)OCO4)CC[C@@H]21,-6,3,0.2,-1,0,-8,52
COc1ccc(CN2CN(S(=O)(=O)c3cccs3)c3nc4ccccc4nc32)cc1,1,·,7.2,-3,-10,·,-3
CC(C(=O)Nc1ccc(Cl)cc1)N(C)Cc1cccs1 (configuration not stated),-3,23*,·,-3,4,4,-3
COc1ccc(NC(=O)Nc2ccc3c(c2)C(=O)N([C@@H](C)CO)C[C@H](C)[C@@H](CN(C)Cc2ccc(Oc4ccccc4)cc2)O3)cc1,6,-2,0.3,1,2,-12,5
Cc1ccc(-c2c[n+]3c(n2-c2ccccc2)SCC3)cc1,-1,·,·,-4,·,-55,4
C[C@H](CO)N1C[C@H](C)[C@H](CN(C)Cc2ccc(-c3ccccc3)cc2)Oc2ccc(NC(=O)C3CC3)cc2C1=O,-6,-1,-0.3,2,0,-3,5
O=C(COC(=O)CCC(=O)c1ccc(F)cc1)NC1CCCCC1,1,·,0.0,·,-2,·,-2
O=C(C[C@@H]1C=C[C@H](NC(=O)c2cccnc2)[C@H](CO)O1)NCc1ccc(Cl)c(Cl)c1,?,24,-0.5,2,0,6,17
COc1ccc([C@H]2CC(=O)C[C@@H](CCn3cc(Cc4ccccc4)nn3)O2)cc1,11,·,0.0,·,2,·,3
CN(CC(=O)Nc1ccc(F)cc1)C(=O)Cn1cnc2ccc([N+](=O)[O-])cc2c1=O,-4,3,0.4,24*,6,-4,-4
COC(=O)Cn1c(=O)c2c(n(Cc3ccccc3)c1=O)N/C(=C/c1ccc(OC)cc1)C2=O,-3,·,-1.1,·,3,·,0
C[C@@H]1CN([C@@H](C)CO)C(=O)Cc2cc(NS(C)(=O)=O)ccc2O[C@H]1CN(C)Cc1ccc(Cl)c(Cl)c1,4,-1,-7.7,4,-3,-25,11
C[C@H]1CN([C@@H](C)CO)C(=O)Cc2cc(NS(=O)(=O)c3ccc(Cl)cc3)ccc2O[C@H]1CN(C)CC1CCCCC1,-2,0,·,·,-4,-5,23
Cc1cc(=S)[nH]c(=S)[nH]1,4,-8,2.1,0,0,-2,-9
CCN(CC(=O)Nc1ccccc1OC)C(=O)CC1CCCC1,-8,-1,·,-2,3,7,-4
CCN(CC)CCNC(=O)C(=O)NCC1OCCN1S(=O)(=O)c1ccc([N+](=O)[O-])cc1 (configuration not stated),-6,·,-1.7,-1,0,·,-3
COc1ccccc1C1/C(=C(/O)c2ccc(C)cc2)C(=O)C(=O)N1Cc1ccco1 (configuration not stated),7,·,·,0,2,·,-3
SMILES,DENV2 CPE rescue,PglD inh,E-selectin induc,SIRT5 block,ERp5 block,C2C12 statin,S100A4 MyoIIA
O=C(CN1CCC(NC(=O)C2CCCCC2)CC1)Nc1cccc(F)c1,2,-4,-0.1,-1,-1,0,-2
CCCNC(=O)C[C@@H]1CC[C@@H]2[C@@H](COc3ccc(NC(=O)CCC)cc3C(=O)N2C)O1,4,2,0.1,5,-25,-18,2
O=C(C[C@@H]1C[C@H]2c3cc(NS(=O)(=O)c4ccc(F)cc4)ccc3O[C@H]2[C@@H](CO)O1)N1CCOCC1,-2,3,0.0,-5,1,-7,8
CCc1nc2ccc(C(=O)NCCCN3CCCC3=O)cn2c1N(C)C(=O)COc1ccccc1,16,0,-0.2,-3,-1,0,-5
Nc1nnc(SCC(=O)c2cccc([N+](=O)[O-])c2)s1,-4,·,-1.5,-1,1,·,-1
CSC(C(=O)c1cc2ccccc2o1)c1ccccc1 (configuration not stated),-7,0,0.2,·,-4,30,0
CC1CCN(S(=O)(=O)c2nnc(NC(=O)c3ccccc3Br)s2)CC1,5,2,1.5,2,-5,-7,3
CCS(=O)(=O)c1nc(S(=O)(=O)c2ccc(C)cc2)c(NCCCn2ccnc2)s1,-5,-3,·,4,6,8,-2
O=C(NNS(=O)(=O)c1ccc(F)cc1)c1cccc(O)c1,6,4,·,17*,1,3,3
c1ccc(Nc2nc(-c3ccccc3)ns2)cc1,-4,2,0.1,-4,4,-9,10
Cc1ccc(-c2noc(CN3CCN(c4ccccc4F)CC3)n2)cc1,1,-7,-0.1,1,4,26,0
CCc1ccccc1NC(=S)N(Cc1cccnc1)Cc1ccco1,4,·,·,·,7,·,3
COc1ccccc1-c1ccc2c(c1)O[C@@H](CN(C)Cc1ccc3c(c1)OCO3)[C@@H](C)CN([C@@H](C)CO)S2(=O)=O,-4,-1,·,21*,-3,-65,13
O=C(c1ccc2c(Cl)c3c(nc2c1)CCCC3)N1CCC(N2CCCCC2)CC1,2,3,·,15,1,-24,-6
O=C(NCCCN1CCOCC1)[C@H]1[C@H](CO)[C@H]2Cn3c(cccc3=O)[C@@H]1N2C(=O)C1CCCCC1,-6,·,-0.3,-2,7,·,17
Cc1cc(NC(=O)C(C)SCC(=O)N(C)CC(=O)Nc2ccccc2Br)no1 (configuration not stated),4,4,-0.3,-2,-1,-9,-5
C[C@@H]1CN([C@@H](C)CO)C(=O)Cc2cc(NC(=O)Cc3cn(C)c4ccccc34)ccc2O[C@H]1CN(C)C(=O)NC1CCCCC1,2,-5,·,-3,6,11,-6
CCCN(C)C[C@H]1OCCCC[C@H](C)Oc2ccc(NC(=O)C3CCCCC3)cc2C(=O)N([C@@H](C)CO)C[C@H]1C,-17,0,-0.3,7,5,·,-6
Cc1ccc(S(=O)(=O)Nc2ccc3c(c2)C(=O)N([C@@H](C)CO)C[C@H](C)[C@@H](CN(C)C(=O)NC(C)C)OCCCC[C@@H](C)O3)cc1,22*,·,0.9,3,-1,·,1
CCCCN(C(=O)COC(=O)CSc1ccc([N+](=O)[O-])cc1)c1c(N)n(CCC)c(=O)[nH]c1=O,4,·,-0.2,2,0,-3,2
CC(=O)C1=C(O)C(=O)N(c2ccc(Br)cn2)C1c1cccc([N+](=O)[O-])c1 (configuration not stated),11,2,·,5,0,-8,-5
N#C[C@@H]1[C@H](c2ccc(C3=CCCC3)cc2)[C@@H](CO)N1c1nc(-c2ccccc2)cs1,17,·,-0.6,6,5,·,-1
CCC(=O)N1CC[C@@H]2[C@@H](CO)Nc3ccc(-c4cccc(C#N)c4)cc3[C@@H]21,7,-2,-0.3,·,·,12,·
Cc1ccc(C)n1-c1ccc(C(=O)N2CCOCC2)cc1,-7,4,·,-3,3,15,-16
Cc1ccc(NC(=O)CN2CCN(CCN=CC3=C(O)CC(c4ccccc4)CC3=O)CC2)cc1 (configuration not stated),3,·,·,·,-4,·,-1
SMILES,DENV2 CPE rescue,PglD inh,E-selectin induc,SIRT5 block,ERp5 block,C2C12 statin,S100A4 MyoIIA
CCCCN(C)c1c(C)nc2ccc(C(=O)NCCc3c[nH]c4ccccc34)cn12,-8,1,5.1,-2,2,-48,0
Cc1ccc(F)c(CNC(=O)C2(C)CCCN2C(=O)C(C)C)c1F (configuration not stated),7,-2,·,0,4,-2,-2
CCC(CO)n1c(=S)[nH]c2cc(OC)c(OC)cc2c1=O (configuration not stated),-1,5,2.0,3,3,1,-1
CN(C)c1ccc(-c2ccnc3c2CC(C)(C(=O)NCc2ccncc2)O3)cc1 (configuration not stated),-6,0,-0.2,-5,5,-2,3
C[C@@H]1CN([C@@H](C)CO)C(=O)Cc2cc(NC(=O)Nc3cccc4ccccc34)ccc2O[C@@H]1CN(C)Cc1ccc(C(F)(F)F)cc1,?,-1,1.0,1,-1,98*,-4
C/C(=N/NC(=O)c1nnn(-c2nonc2N)c1COc1ccccc1)c1ccc(O)cc1,-3,0,·,-3,-1,4,-3
Cc1ccc(S(=O)(=O)N2CCOCC2)cc1NC(=O)CNCc1ccc(Cl)cc1Cl,1,4,-0.2,0,6,7,0
CCC(C)N(C(=O)CSc1nc2ccc(OC)cc2[nH]1)C1CCS(=O)(=O)C1 (configuration not stated),1,·,-0.1,0,0,·,0
COc1ccc(CN(C)C[C@@H]2Oc3ccc(NC(=O)Cc4cn(C)c5ccccc45)cc3C(=O)N([C@H](C)CO)C[C@@H]2C)cc1,0,2,-0.5,2,-5,-4,0
O=C(OCC#CCSc1nnc(-c2cccc3ccccc23)o1)c1ccc(Br)cc1,1,0,-0.1,-9,0,7,-1
CC(=O)Nc1ccc(NC(=O)C(C)OC(=O)CCSc2ccccc2Cl)cc1 (configuration not stated),1,-3,4.9,-3,-3,6,1
O=C(c1ccncc1)N1CC(=O)N2[C@H](CO)[C@H](c3ccc(-c4ccccc4F)cc3)[C@@H]2C1,?,·,-0.1,-1,-1,·,-11
COc1ccc2c3c(n(C)c2c1)[C@@H](CO)N(C)CC31CCN(C(=O)c2cccnc2)CC1,-5,·,-0.1,-4,-5,·,-12
CN(CC(=O)Nc1ccc(F)c(F)c1F)C(=O)c1n[nH]c(=O)c2ccccc12,-3,·,-0.2,-6,8,2,8
COc1cc(/C=N/NC(=O)c2ccncc2)ccc1OCC(=O)Nc1ccc(C)c(C)c1,2,1,0.4,1,-2,-4,1
c1ccc(-n2nnnc2Cc2nnnn2-c2ccccc2)cc1,1,8,0.1,-2,5,-1,-1
COc1ccc(N(C(=O)CNC(=O)c2ccco2)C(C(=O)NCC2CCCO2)c2ccccc2)cc1OC (configuration not stated),-2,1,·,2,-9,14,-4
CCOc1ccc(N2C(=O)CC(N3CCN(c4ccc(Cl)cc4)CC3)C2=O)cc1 (configuration not stated),?,5,0.1,6,1,4,3
C[C@H](CO)N1C[C@H](C)[C@@H](CN(C)C)Oc2ccc(NC(=O)CCN3CCOCC3)cc2C1=O,4,5,·,2,-2,-12,0
O=C(C1CC1)N1[C@@H]2CNc3ccccc3[C@@H]2[C@@H]1CO,·,3,-0.1,-2,1,-8,0
